PfHsp40 rescue = restores yeast growth despite PfHsp40 toxicity; S. cerevisiae expressing PfHsp40, growth rescue, ATP luminescence; actives 0.68% (n = 340,000); growth rescue, % at 12.5 µM; in the data active = growth rescue above about 28%, passing the limit was not always enough;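 note: yeast W303a lacking pdr1 and pdr3 grown in galactose medium; growth measured after three days at 30 °C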
TcdB GH inh = inhibitors of Clostridioides difficile toxin B glycohydrolase; TcdB glycohydrolase enzymatic assay, plate reader; inhibition, % at 9.99 µM; actives 0.24% (n = 350,000); in the data active = inhibition above about 10%
Target sequence (P18177 whole entry, looked up): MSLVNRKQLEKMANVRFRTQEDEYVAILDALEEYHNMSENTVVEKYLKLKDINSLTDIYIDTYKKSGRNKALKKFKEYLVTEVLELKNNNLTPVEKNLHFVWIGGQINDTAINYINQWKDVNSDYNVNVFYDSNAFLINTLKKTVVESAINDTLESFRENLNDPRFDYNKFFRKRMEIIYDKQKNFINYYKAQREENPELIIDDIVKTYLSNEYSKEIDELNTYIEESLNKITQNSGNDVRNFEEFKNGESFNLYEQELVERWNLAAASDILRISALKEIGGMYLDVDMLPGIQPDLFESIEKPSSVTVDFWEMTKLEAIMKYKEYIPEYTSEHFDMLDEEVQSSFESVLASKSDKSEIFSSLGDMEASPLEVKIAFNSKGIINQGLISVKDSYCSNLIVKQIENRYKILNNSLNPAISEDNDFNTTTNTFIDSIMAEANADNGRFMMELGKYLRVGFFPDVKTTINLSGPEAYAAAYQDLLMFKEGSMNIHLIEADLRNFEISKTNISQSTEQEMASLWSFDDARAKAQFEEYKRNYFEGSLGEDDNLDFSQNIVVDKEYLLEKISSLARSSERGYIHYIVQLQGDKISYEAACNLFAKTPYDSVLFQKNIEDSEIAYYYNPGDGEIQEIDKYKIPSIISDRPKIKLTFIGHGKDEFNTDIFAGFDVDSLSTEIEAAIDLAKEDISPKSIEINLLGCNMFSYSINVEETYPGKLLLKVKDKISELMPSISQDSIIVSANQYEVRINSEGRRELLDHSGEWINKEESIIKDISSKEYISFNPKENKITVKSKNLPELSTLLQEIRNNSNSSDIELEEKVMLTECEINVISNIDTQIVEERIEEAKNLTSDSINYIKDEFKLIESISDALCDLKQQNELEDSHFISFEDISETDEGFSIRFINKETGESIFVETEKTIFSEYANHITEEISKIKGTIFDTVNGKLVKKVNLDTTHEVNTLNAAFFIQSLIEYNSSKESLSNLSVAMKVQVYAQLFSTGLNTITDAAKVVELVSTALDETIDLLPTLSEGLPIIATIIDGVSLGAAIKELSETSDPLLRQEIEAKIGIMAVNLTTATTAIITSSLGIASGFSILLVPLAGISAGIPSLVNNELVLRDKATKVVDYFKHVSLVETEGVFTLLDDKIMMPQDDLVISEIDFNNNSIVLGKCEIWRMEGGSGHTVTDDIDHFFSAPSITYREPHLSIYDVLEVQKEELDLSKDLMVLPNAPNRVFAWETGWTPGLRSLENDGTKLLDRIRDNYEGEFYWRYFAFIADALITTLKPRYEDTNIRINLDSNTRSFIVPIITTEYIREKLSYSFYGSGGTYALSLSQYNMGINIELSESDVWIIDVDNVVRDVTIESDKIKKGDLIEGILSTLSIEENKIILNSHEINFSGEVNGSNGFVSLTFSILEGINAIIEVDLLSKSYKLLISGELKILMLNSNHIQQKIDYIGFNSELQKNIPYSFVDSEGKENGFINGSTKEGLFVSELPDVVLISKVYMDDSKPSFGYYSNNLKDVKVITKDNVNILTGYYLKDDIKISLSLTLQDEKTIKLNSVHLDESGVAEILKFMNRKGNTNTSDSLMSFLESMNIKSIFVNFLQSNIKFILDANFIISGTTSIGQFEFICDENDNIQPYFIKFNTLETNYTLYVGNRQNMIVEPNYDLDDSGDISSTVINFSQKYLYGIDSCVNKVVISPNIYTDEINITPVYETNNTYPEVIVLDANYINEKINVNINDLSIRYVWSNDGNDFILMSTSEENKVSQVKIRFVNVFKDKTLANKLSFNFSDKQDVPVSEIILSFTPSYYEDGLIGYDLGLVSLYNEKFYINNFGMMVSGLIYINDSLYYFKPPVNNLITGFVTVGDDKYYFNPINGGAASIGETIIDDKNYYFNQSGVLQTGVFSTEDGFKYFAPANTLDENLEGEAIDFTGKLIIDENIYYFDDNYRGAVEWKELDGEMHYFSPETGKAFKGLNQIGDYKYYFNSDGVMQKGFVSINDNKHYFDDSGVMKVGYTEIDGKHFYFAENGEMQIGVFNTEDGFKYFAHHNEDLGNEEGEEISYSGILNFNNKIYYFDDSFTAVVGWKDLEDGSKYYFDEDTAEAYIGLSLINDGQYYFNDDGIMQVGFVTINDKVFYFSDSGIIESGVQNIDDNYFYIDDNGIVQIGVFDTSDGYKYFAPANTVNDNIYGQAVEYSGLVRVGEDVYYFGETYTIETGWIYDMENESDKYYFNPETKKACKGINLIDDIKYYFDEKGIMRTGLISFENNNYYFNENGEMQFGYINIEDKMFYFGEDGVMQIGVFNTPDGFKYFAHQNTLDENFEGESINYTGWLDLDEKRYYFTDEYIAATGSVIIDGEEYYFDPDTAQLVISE
Anthrax LF prot = blocks Bacillus anthracis lethal factor protease. inhibition, % at 10 µM. P15917. actives 0.12% (n = 360,000). multiplex microsphere protease cleavage assay, LF. AID 588501; in the data active = inhibition above about 30%; note: plate controls were buffer without enzyme for full effect and enzyme alone for no effect
MazEF act = MazEF (E. coli) toxin RNase activation | P0AE70 | FAM/BHQ RNA-DNA oligo cleavage fluorescence, 5 h | activation, % at 20 µM | actives 0.32% (n = 350,000); in the data active = activation above about 50%
SARS 3CLpro inh = SARS-CoV 3CLpro protease inhibition | inhibition, % at 6 µM | recombinant SARS-CoV 3CLpro, quenched FRET peptide cleavage | P0C6X7 | AID 1706 | actives 0.14% (n = 290,000); in the data active = inhibition above about 12%
Vc quorum ag = induces V. cholerae light production without autoinducers. V. cholerae BH1578 lux reporter, luminescence, 6 h. activation, % at 18.7 µM. actives 0.16% (n = 350,000); in the data active = activation mostly above about 9.7%, no sharp cut-off; note: not every result past the cut was called active; inactives centre near 0; reference of the scale not given here
SSB-PriA inh = inhibitors of Klebsiella pneumoniae PriA binding to SSB C-terminal tail | AlphaScreen SSBct-PriA binding, biotinylated peptide | inhibition, % at 33 µM | actives 0.6% (n = 430,000); in the data active = inhibition mostly above about 37%, no sharp cut-off; inactive = mostly below about 20%;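 note: plate controls were negative control peptide for no effect and reference peptide for full effect; strong numbers were not always called active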
Y pestis TopoI = inhibitors of Yersinia pestis topoisomerase I. AID 504884. actives 0.064% (n = 360,000). activity, % at 10 µM. Y. pestis Topo-I cleavage product accumulation, plate reader; in the data active = activity above about 50%, passing the limit was not always enough; note: inactives centre near 2
DUSP3 inh = DUSP3 (human) phosphatase inhibition; P51452; recombinant VHR phosphatase, pNPP absorbance; inhibition, % at 13.3 µM; actives 0.52% (n = 290,000); AID 1654; in the data active = inhibition above about 50%; note: some compounds called inactive have numbers as strong as hits
Rv3671c protease = Rv3671c (M. tuberculosis) protease inhibition. inhibition, % at 5.96 µM. actives 0.048% (n = 320,000). AID 2606; in the data active = inhibition above about 38%;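 note: extracellular domain of Rv3671c used as enzyme; 0% = enzyme with DMSO and 100% = no enzyme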
An asterisk follows results filed as active; i = inactive; nt = no result given. The list is partial; rates above refer to the full screens.

SMILES	PfHsp40 rescue	TcdB GH inh	Anthrax LF prot	MazEF act	SARS 3CLpro inh	Vc quorum ag	SSB-PriA inh	Y pestis TopoI	DUSP3 inh	Rv3671c protease
NC(=O)c1ccc(SCC(=O)NC2CCCCC2)c([N+](=O)[O-])c1	-0.9	0.9	-2	10	3	-3.1	1	3	23	-2
CC(C)(C)C(=O)NCCc1nc2ccccc2n1CC(=O)c1ccccc1	0.2	1.3	8	7	-1	-1.1	-5	-1	-4	-5
CCN(Cc1nc(-c2cccc(C)c2)no1)C(=O)c1ccco1	2.2	-0.2	-2	1	-1	-0.4	6	13	25	-4
Cc1cccc(C(=O)NCC(=O)OCC(=O)c2cc(C)n(CC3CCCO3)c2C)c1 (stereo unspecified)	-0.2	-1.7	-3	3	-1	-0.3	14	21	-20	7
CCOCCCn1c(SCC(=O)Nc2ccc3[nH]c(=O)[nH]c3c2)nc2ccccc2c1=O	-1.2	-0.4	-2	0	nt	i	-13	4	nt	-5
COC(=O)c1ccc(C2CC(=O)Nc3cc(OC)c(OC)cc32)cc1 (stereo unspecified)	0.7	nt	-1	0	-2	-0.4	-3	-4	4	4
O=C(COc1cc(F)ccc1[N+](=O)[O-])Nc1cccc(S(=O)(=O)NC2=NCCC2)c1	-1.6	0.1	1	6	nt	i	-11	3	nt	-12
N/C(=N/O)c1ccccc1N1CCC(Cc2ccccc2)CC1	-1.0	-4.7	-1	4	5	i	nt	19	11	-2
COc1ccc2c(c1)C=C(CN1CCN(C(C)C)C(CCO)C1)CO2 (stereo unspecified)	-0.3	0.6	-1	1	-1	-0.6	-8	-1	-8	1
CCN(Cc1ccccc1)C(=O)COC(=O)c1cc(Cl)nc(Cl)c1	0.3	1.1	2	2	-2	-0.5	-5	7	17	8
CCCOc1ccc(-c2cn3ccccc3n2)cc1	-3.7	1.5	-1	-7	2	-0.2	-2	16	37	-1
CC(C)NC(=O)C1CCN(C2CCN(Cc3ccc4cccc(F)c4n3)CC2)CC1	-0.3	0.5	1	-7	5	-0.2	2	2	35	-3
Cc1sc2nc(SCCO)n(-c3ccccc3)c(=O)c2c1C	-0.1	2.6	-4	9	1	i	-8	5	15	4
CC(Sc1nnc2ccccn12)C(N)=O (stereo unspecified)	-0.7	-1.2	-8	1	2	3.3	-14	5	12	4
O=C(O)/C=C/c1cccnc1	1.0	2.1	-3	-3	2	-0.3	-5	3	-19	1
O=C(COc1ccc(Br)cc1)NCCO	-0.5	-1.5	1	1	2	-0.2	-4	2	1	-6
Cc1ccc(C(OCC(O)CNC(CO)C(O)c2ccc([N+](=O)[O-])cc2)c2ccccc2)cc1 (stereo unspecified)	1.1	1.0	3	11	-8	-0.2	16	-14	3	7
CCOC(=O)C1=C(N)c2ccccc2CC1C1CCCC1 (stereo unspecified)	0.6	4.6	-2	1	0	i	-25	13	-11	9
Cc1cc(C)nc(SCC(=O)N/N=C\C(Br)=C\c2ccccc2)n1	1.2	0.8	-1	-2	-4	-0.3	nt	-8	4	-1
CCCCC(=O)Nc1ccc(NCc2ccc(C)s2)cc1	-0.5	1.4	-5	8	2	i	-25	1	-2	-5
O=C(CSc1nc(=O)n(CCCN2CCOCC2)c2c1CCC2)Nc1ccccc1F	0.0	0.2	-1	1	nt	i	5	-1	nt	5
CCC1=NN2C(=N)/C(=C\c3ccc(SCc4ccco4)o3)C(=O)N=C2S1	1.8	nt	-9	-14	1	i	6	-7	-2	-115
Cc1c(N(C(=O)Nc2ccccc2)C2=NCC(C)S2)c(=O)n(-c2ccccc2)n1C (stereo unspecified)	0.8	nt	-4	1	-2	i	-1	9	4	-1
C#Cc1ccc([C@@H]2C=C(C(=O)O)O[C@H](OCCCCO)C2)cc1	-1.0	0.6	-7	-1	-1	2.2	-6	-2	3	-14
COc1ccccc1NC(=O)CCN1C(=O)C2C3CCC(C3)C2C1=O (stereo unspecified)	0.0	1.7	4	3	-1	-0.3	-7	5	19	-3

Following part
SMILES	PfHsp40 rescue	TcdB GH inh	Anthrax LF prot	MazEF act	SARS 3CLpro inh	Vc quorum ag	SSB-PriA inh	Y pestis TopoI	DUSP3 inh	Rv3671c protease
Cc1ccc(CNC(=O)c2ccccc2N)cc1	1.4	nt	0	-5	-1	i	-14	4	29	1
CCCCN1CC(=O)N2[C@H]3c4cc(Cl)ccc4OC[C@@H]3[C@H](c3ccccc3)[C@]2(C)C1=O	0.4	1.6	-2	0	nt	-0.7	0	20	nt	-6
COc1ccc(S(=O)(=O)Nc2ccccc2C(=O)N2CCCC2)cc1C	-1.5	-2.0	14	5	2	-0.2	-15	0	0	-1
O=S1(=O)CCC(NC(=S)Nc2ccccc2)C1 (stereo unspecified)	nt	0.9	8	-5	0	i	-8	5	13	-9
COc1cc(NC(=O)COC(=O)c2cc(S(=O)(=O)N3CCOCC3)ccc2F)cc(OC)c1	-0.5	0.6	0	5	nt	0.4	2	4	nt	-3
O=C(CSc1nc(C(F)(F)F)cc(=O)[nH]1)NCc1ccc2c(c1)OCO2	-0.3	1.2	-1	4	nt	-0.5	3	9	nt	4
Cc1cccc(C)c1NC(=O)C1(C)c2cccc[n+]2CC(=O)N1Cc1cccs1 (stereo unspecified)	-1.2	-0.2	2	5	-1	0.6	-4	-10	-11	0
CCCNC(=S)NNC(=O)c1cc(C2CC2)nc2ccccc12	0.3	1.2	2	6	3	-0.3	3	-11	15	-1
CCOc1ccc(-c2ncncc2-c2ccc(OC)cc2)c(O)c1	-0.2	nt	-4	5	0	-0.6	0	10	4	2
CCCn1nnnc1SCC(=O)NCc1cccs1	-1.1	nt	-1	8	-4	i	10	-9	-2	-4
O=c1[nH]c2cc([N+](=O)[O-])ccc2c2ccccc12	0.5	0.4	2	2	nt	0.8	-3	8	nt	nt
O=C1CN(C(=O)c2ccccc2[N+](=O)[O-])C(c2ccccc2)c2cc(Br)ccc2N1 (stereo unspecified)	-1.0	1.6	-9	1	-3	i	3	6	30	0
CC(=O)N(c1ccc2oc(=O)sc2c1)S(=O)(=O)c1ccccc1	0.0	nt	-2	-2	7	-0.4	-3	-8	4	-4
CCC(C)Nc1nnc(SCC(=O)c2c(N)n(C3CC3)c(=O)[nH]c2=O)s1 (stereo unspecified)	6.0	0.1	-1	1	nt	nt	5	5	nt	-9
COC(=O)C1=C(CS(=O)(=O)c2ccc(Cl)cc2)NC(=O)NC1c1ccc(O)c(OC)c1 (stereo unspecified)	0.2	-0.5	2	12	-3	i	7	1	18	-10
Cn1cc(CNCc2ccc(-n3cccn3)cc2)c(-c2ccccc2F)n1	0.9	0.7	1	12	4	0.2	-19	8	36	1
Cc1ccc(CCNC(=O)C2CC(c3ccccc3[N+](=O)[O-])=NO2)cc1 (stereo unspecified)	-2.2	0.2	0	7	1	i	-7	3	-7	-1
CC(C)CN1CCN(Cc2ccc(Oc3ncccn3)cc2)CC1CCO (stereo unspecified)	0.0	1.2	5	2	0	i	1	-2	19	13
Cn1c(=O)n(CCc2ccccc2)c(=O)c2c1nc1n2CCN1Cc1ccco1	-1.4	nt	-1	8	-1	6.1	2	9	14	-2
COc1ccccc1C(=O)Nc1cccc(SC)c1	3.5	nt	5	10	1	-0.2	-13	5	-9	-7
Cc1cc(-c2sccc2Br)nc(-n2cccc2)n1	-0.9	-1.4	-4	-9	-2	i	-3	-11	22	nt
CC(Cl)C(=O)Nc1ccccc1C#N (stereo unspecified)	-0.5	0.3	1	3	-6	-1.4	-7	-2	2	3
C=CCNC(=S)N1CCC(C(=O)c2ccc(OC)cc2)CC1	0.6	-0.1	-2	-2	7	-0.3	-9	5	22	-8
COc1ccccc1NC(=S)NC(=O)CCCOc1ccc(Cl)cc1Cl	-0.3	-1.7	-4	5	2	11	-27	-8	4	-17
COc1ccccc1C1C(C(=O)c2cc3ccccc3o2)=C(O)C(=O)N1CCN(C)C (stereo unspecified)	-0.8	nt	0	12	-2	-1.0	-5	11	-24	3

Sorted by number of heavy atoms (high to low): three of the compounds above
SMILES	PfHsp40 rescue	TcdB GH inh	Anthrax LF prot	MazEF act	SARS 3CLpro inh	Vc quorum ag	SSB-PriA inh	Y pestis TopoI	DUSP3 inh	Rv3671c protease
O=C1CN(C(=O)c2ccccc2[N+](=O)[O-])C(c2ccccc2)c2cc(Br)ccc2N1 (stereo unspecified)	-1.0	1.6	-9	1	-3	i	3	6	30	0
Cc1cccc(C)c1NC(=O)C1(C)c2cccc[n+]2CC(=O)N1Cc1cccs1 (stereo unspecified)	-1.2	-0.2	2	5	-1	0.6	-4	-10	-11	0
CCCNC(=S)NNC(=O)c1cc(C2CC2)nc2ccccc12	0.3	1.2	2	6	3	-0.3	3	-11	15	-1

(next part)
SMILES	PfHsp40 rescue	TcdB GH inh	Anthrax LF prot	MazEF act	SARS 3CLpro inh	Vc quorum ag	SSB-PriA inh	Y pestis TopoI	DUSP3 inh	Rv3671c protease
O=C(c1ccco1)[C@@H]1[C@@H]2C(=O)N(c3ccc(Br)cc3)C(=O)[C@@H]2C2c3ccccc3C=CN21 (stereo partly specified)	1.6	nt	4	-5	-1	i	12	-5	22	nt
CNC(=O)C(=O)NCC1OCCN1S(=O)(=O)c1ccc(OC)c(OC)c1 (stereo unspecified)	-1.8	-0.5	-1	-1	1	5.3	8	2	15	-2
CC(C)c1cc(C(=O)N/N=C/C=C/c2ccccc2)n[nH]1	1.0	nt	1	2	3	-0.9	nt	-6	8	-7
CCOCC(=O)Nc1nc2ccc(C)cc2s1	-0.7	nt	-1	1	-1	-8.0	-11	-5	13	-8
C=CCn1c(NC(=O)c2ccccc2Cl)c(C#N)c2nc3ccccc3nc21	-1.5	nt	2	14	0	-0.2	34	9	33	-234
O=C1c2ccccc2C(=O)C1c1ccc(Cl)cc1	-0.8	0.2	0	1	-7	-0.2	1	-3	-40	-11
Cc1ccc(C)c(NC(=O)/C(C#N)=C/c2ccc[nH]2)c1	-0.9	0.4	-3	-4	0	-0.5	-6	-2	2	-1
CCCCN(C=O)c1c(CC)nc2c(OCCC)cccn12	nt	0.4	-7	nt	nt	-0.8	nt	8	nt	nt
CCc1nnc(N/N=C\c2ccc(OC(C)=O)c(OC)c2)n1N	-0.9	-0.4	8	6	-5	-1.5	nt	3	-6	-58

A section taken from the entries so far:
SMILES	PfHsp40 rescue	TcdB GH inh	Anthrax LF prot	MazEF act	SARS 3CLpro inh	Vc quorum ag	SSB-PriA inh	Y pestis TopoI	DUSP3 inh	Rv3671c protease
CCCCC(=O)Nc1ccc(NCc2ccc(C)s2)cc1	-0.5	1.4	-5	8	2	i	-25	1	-2	-5
O=C(CSc1nc(=O)n(CCCN2CCOCC2)c2c1CCC2)Nc1ccccc1F	0.0	0.2	-1	1	nt	i	5	-1	nt	5
CCC1=NN2C(=N)/C(=C\c3ccc(SCc4ccco4)o3)C(=O)N=C2S1	1.8	nt	-9	-14	1	i	6	-7	-2	-115
Cc1c(N(C(=O)Nc2ccccc2)C2=NCC(C)S2)c(=O)n(-c2ccccc2)n1C (stereo unspecified)	0.8	nt	-4	1	-2	i	-1	9	4	-1
C#Cc1ccc([C@@H]2C=C(C(=O)O)O[C@H](OCCCCO)C2)cc1	-1.0	0.6	-7	-1	-1	2.2	-6	-2	3	-14
COc1ccccc1NC(=O)CCN1C(=O)C2C3CCC(C3)C2C1=O (stereo unspecified)	0.0	1.7	4	3	-1	-0.3	-7	5	19	-3
Cc1ccc(CNC(=O)c2ccccc2N)cc1	1.4	nt	0	-5	-1	i	-14	4	29	1
CCCCN1CC(=O)N2[C@H]3c4cc(Cl)ccc4OC[C@@H]3[C@H](c3ccccc3)[C@]2(C)C1=O	0.4	1.6	-2	0	nt	-0.7	0	20	nt	-6
COc1ccc(S(=O)(=O)Nc2ccccc2C(=O)N2CCCC2)cc1C	-1.5	-2.0	14	5	2	-0.2	-15	0	0	-1
O=S1(=O)CCC(NC(=S)Nc2ccccc2)C1 (stereo unspecified)	nt	0.9	8	-5	0	i	-8	5	13	-9
COc1cc(NC(=O)COC(=O)c2cc(S(=O)(=O)N3CCOCC3)ccc2F)cc(OC)c1	-0.5	0.6	0	5	nt	0.4	2	4	nt	-3
O=C(CSc1nc(C(F)(F)F)cc(=O)[nH]1)NCc1ccc2c(c1)OCO2	-0.3	1.2	-1	4	nt	-0.5	3	9	nt	4

Source: PubChem BioAssay
